Compound activity from PubChem BioAssay.
Granule exo inh = blocks lytic granule exocytosis; AID 651702; inhibition, % at 10 µM; 0.66% of 360,000 active; TALL-104 LAMP-1 surface exposure, flow cytometry; cells stimulated with thapsigargin and PMA;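 active = inhibition above about 55%, limit read from the data; inconclusive = no clear call, values can overlap the other calls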
CaV13 ICDI inh = Disruptors of the CACNA1D IQ motif to Ca2+-dependent inactivation inhibitor domain association, primary screening, Förster resonance energy transfer in intact living …. HEK cells, CFP/YFP FRET ICDI-IQ, plate reader, 10 min; percent FRET-ratio fall versus neutral wells. inhibition, % at 12.3 µM. 0.098% of 340,000 active;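 active = mean replicate inhibition of at least 30% and at least 1% of replicates passing that level; inconclusive = only one of the two criteria is met; inactive = neither criterion is met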;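 note: 0% = median of the neutral control wells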
hiPSC survival = hiPSC single-cell survival enhancement; 0.044% of 360,000 active; survival enhancement, % at 20 µM; ATPlite luminescence; 100% = ROCK inhibitor wells, 0% = DMSO; in the data active = survival enhancement above about 18%;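 note: cells exposed to compounds for 16 hours before the ATP read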
Glyco luc inh = N-linked glycosylation inhibition; AID 588692; 0.23% of 360,000 active; D54 ERlucT glycosylation luciferase reporter, 24 h; percent of 100 nM tunicamycin response; reporter increase, % at 12.5 µM;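 active = mean luciferase reporter signal, scaled so untreated is 0 and the glycosylation-blocking control 100, at or above a set limit in every replicate; inconclusive = mean reaches the limit but not every replicate does; inactive = mean below the limit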;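 note: luciferase carries N-glycosylation sites so blocking glycosylation raises the light; 0% = median of neutral control wells and 100% = median of 100 nM tunicamycin wells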
Vif imaging = HIV Vif inhibition; HEK293T cells, Vif self-association by quenched fluorescence, imaging, 24 h; inhibition, % at 7.49 µM; 0.35% of 340,000 active; AID 602346; in the data active = inhibition above about 50%, passing the limit was not always enough; inconclusive = no clear call, values can overlap the other calls; inactive = below about 31%; note: some results filed as inactive read as strong as hits
ABCB6 inh 2 = inhibitors of human ABC transporter ABCB6; 0.19% of 360,000 active; K562-ABCB6 porphyrin accumulation, flow cytometry, 1 h; hits give low values; AID 602162; fluorescence ratio to DMSO, % at 10 µM;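 active = fluorescence ratio to DMSO below 75%, the collection mean minus 3 SD; inconclusive = too few cells collected in the well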;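 note: signal is porphyrin accumulated inside mitochondria; 100% equals median channel fluorescence of DMSO control wells; lower ratio means ABCB6 inhibition with less porphyrin fluorescence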
Cardio protect = protects H9c2 cardiomyocytes from peroxide injury. protection from H2O2 cell death, % at 20 µM. H2O2 injury protection, ATPLite, 2 h. 0.63% of 360,000 active. AID 588492;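 active = compounds giving at least 50% protection of heart cells from peroxide-induced death in the single-dose screen, raw or plate-pattern-corrected value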;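 note: 0% = DMSO wells with peroxide and 100% = DMSO wells without peroxide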
aDG glyco act = alpha-DG glycosylation activation. Pro5-aDG cells, alpha-DG glycosylation AlphaScreen (IIH6); 0% Pro5, 100% B10-LARGE cell signal. 0.22% of 360,000 active. activation, % at 10 µM;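 active = activation of at least 8% versus controls, or a plate z-score of at least 8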;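 note: Pro5 are CHO cells carrying HIG-tagged alpha-DG that lacks glycosylation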
m5-HT2A agonist = mouse HTR2A agonism via beta-arrestin recruitment; 0.66% of 360,000 active; P35363; CHO-K1 mHTR2A beta-arrestin complementation, luminescence; percent of 30 µM serotonin response; activation, % at 7.6 µM;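 active = activation above a run cutoff, the mean activation of all tested compounds plus 3 SD, cut at about 14% in these data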;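 note: 0% = plate median of compound wells and 100% = 30 µM serotonin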
Target sequence (P35363 whole entry, looked up): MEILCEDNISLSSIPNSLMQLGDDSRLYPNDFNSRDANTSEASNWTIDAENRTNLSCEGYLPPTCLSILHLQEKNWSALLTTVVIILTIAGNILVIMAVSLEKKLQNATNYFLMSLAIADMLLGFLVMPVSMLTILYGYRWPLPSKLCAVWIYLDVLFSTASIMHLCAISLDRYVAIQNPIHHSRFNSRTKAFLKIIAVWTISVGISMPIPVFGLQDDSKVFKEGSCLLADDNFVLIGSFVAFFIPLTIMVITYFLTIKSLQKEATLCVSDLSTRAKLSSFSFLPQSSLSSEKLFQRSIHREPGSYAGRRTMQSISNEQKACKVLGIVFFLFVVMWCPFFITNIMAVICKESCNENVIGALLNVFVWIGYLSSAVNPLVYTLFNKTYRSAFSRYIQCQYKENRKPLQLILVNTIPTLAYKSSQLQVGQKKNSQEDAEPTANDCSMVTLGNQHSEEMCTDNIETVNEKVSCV
PDI turbidity = inhibitors of human protein disulfide isomerase; inhibition, % at 10 µM; 0.052% of 350,000 active; PDI insulin aggregation turbidity, A650, 90 min;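 active = mean inhibition across replicates of 30% or more, whatever share of single replicates reach that level; inconclusive = mean inhibition below 30% while every single replicate reaches 30%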;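 note: absorbance from insulin aggregation driven by PDI reduction with DTT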
Target sequence (P07237 whole entry, looked up): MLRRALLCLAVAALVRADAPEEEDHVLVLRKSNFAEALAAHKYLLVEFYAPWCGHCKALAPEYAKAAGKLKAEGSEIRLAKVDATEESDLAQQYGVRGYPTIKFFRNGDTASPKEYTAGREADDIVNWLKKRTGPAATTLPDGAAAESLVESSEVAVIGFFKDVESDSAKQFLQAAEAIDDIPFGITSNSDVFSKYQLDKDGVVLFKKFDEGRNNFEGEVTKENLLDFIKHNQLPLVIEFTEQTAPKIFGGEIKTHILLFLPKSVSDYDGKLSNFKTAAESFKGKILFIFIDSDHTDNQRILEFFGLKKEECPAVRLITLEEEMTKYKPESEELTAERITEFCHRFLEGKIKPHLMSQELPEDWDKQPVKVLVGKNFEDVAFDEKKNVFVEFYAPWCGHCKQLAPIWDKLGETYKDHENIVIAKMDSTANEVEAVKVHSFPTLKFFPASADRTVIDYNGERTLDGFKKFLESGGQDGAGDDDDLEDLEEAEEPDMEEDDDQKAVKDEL
An asterisk follows results filed as active; ? = inconclusive; nt = not tested or not shown.

SMILES	Granule exo inh	CaV13 ICDI inh	hiPSC survival	Glyco luc inh	Vif imaging	ABCB6 inh 2	Cardio protect	aDG glyco act	m5-HT2A agonist	PDI turbidity
Cc1ccc(NC(=S)NNC(=O)c2cccc([N+](=O)[O-])c2)cc1Cl	26	-4	1.5	1	6	96	-25	-0.1	-4	-4
Fc1ccc(-c2nc3ccccn3c2NCc2ccc3c(c2)OCO3)cc1	5	49*	-3.3	1	-9	101	0	0.2	-2	-8
CC(C)Cn1c(-c2ccccc2F)n[nH]c1=S	-2	-3	0.0	2	4	95	9	-0.2	3	9
O=C(COC(=O)c1n[nH]c(=O)c2ccccc12)c1ccc(Br)cc1	-1	-6	3.1	-2	1	91	10	0.0	-1	-2
CCOC(=O)[C@]12CCCC=C1N(Cc1cccc3ccccc13)C(=O)[C@H](CC(=O)NCCCCc1ccccc1)C2	5	-1	-0.5	nt	nt	96	nt	-0.1	4	nt
O=[N+]([O-])c1ccc(-n2cc(-c3ccccc3)nn2)cc1	-2	-7	-0.6	0	6	97	-5	0.2	4	2
Cc1cc(Br)c(NC(=O)COC(=O)C2CCCCC2)c(Br)c1	-2	-2	-0.1	-1	-3	102	2	-0.2	11	-3
COc1ccc(/C(O)=C2\C(=O)C(=O)N(c3cc(C)on3)C2c2ccc(OC)c(OC)c2)cc1OC (configuration not stated)	2	nt	3.4	2	-3	91	4	-0.1	6	-2
Cc1ccc2c(c1)N(CC(=O)N1CCc3ccccc3C1)C(=O)CO2	7	-11	-1.0	0	-3	99	4	0.1	1	10
COc1ccc2c(c1)CCCC21SC(NC(C)=O)=NN1C(C)=O (configuration not stated)	8	3	0.0	1	-5	100	-9	-0.1	2	6
COc1ccc(N(C(=O)C(C)C)S(=O)(=O)c2cccc([N+](=O)[O-])c2)cc1	1	-11	1.4	6	18	93	-10	-0.3	0	2
CCc1nc2c(OCc3ccc(F)c(F)c3)cccn2c1N(C)C(=O)C(C)C	3	-16	-0.9	1	-23	96	0	0.7	2	10
O=C1C(=Cc2cccs2)Oc2ccccc21	-10	-6	-0.7	-1	-7	99	-7	0.1	0	-2
CC(=O)n1c(-c2ccccc2)c(CO)c2ccccc21	-3	-3	3.4	1	4	98	2	-0.3	-8	-1
CCOc1ccc(NC(=O)N2CCC(c3nc4ccccc4[nH]3)CC2)cc1	-1	-14	0.4	1	-6	93	-1	0.5	2	-2
COC(=O)/C=C/C(=O)NCc1ccco1	-5	nt	-2.1	5	0	107	8	-0.1	4	2
COC(=O)c1ccccc1NC(=O)Nc1cc(C(C)(C)C)on1	0	-10	-0.4	-8	-9	107	2	0.1	7	-11
C=C(C)C1CC=C(C)/C(=N/NC(=O)CCCNc2cccc(C)c2)C1 (configuration not stated)	-2	-4	-0.6	-2	-2	104	-9	-0.1	-8	-5
COc1cc(/C=C(\C#N)c2nc3ccccc3s2)ccc1OCC(=O)Nc1ccccc1	-1	nt	-0.2	71*	-6	102	39	-0.3	3	-4
O=C(CCS(=O)(=O)Cc1ccccc1)NCc1ccco1	1	-11	-1.3	1	nt	99	6	0.2	1	-6
COC(=O)[C@@]12C[C@@H](CC(=O)NCC3CCCCC3)C(=O)N(Cc3ccccc3)C1=CCC(C)(C)C2	11	-10	nt	nt	nt	nt	nt	-0.2	-4	nt
O=C(NC(CO)(CO)CO)[C@@H]1CCCN1S(=O)(=O)c1cccc2cccnc12	-3	-11	1.3	1	-7	96	3	-0.2	-1	3
COc1ccccc1C(=O)COC(=O)CSCC(=O)Nc1cc(C)on1	3	-6	-0.3	2	19	99	6	0.2	7	-1
O=C(CSc1nc(N2CCOCC2)nc(N2CCOCC2)n1)Nc1ccccc1F	-3	-7	-0.3	-1	0	108	4	0.1	0	-10
COc1cc2ccccc2cc1C(=O)Nc1ccccc1C	12	-4	-0.7	-2	-12	97	-6	0.2	-7	-20
CCc1ccc(NC(=O)COn2nnc3ccc(S(=O)(=O)N(C)C)cc32)cc1	0	-3	0.7	3	4	94	-3	0.0	-4	-4
O=S(=O)(Nc1nc2ccc(S(=O)(=O)N3CCCC3)cc2s1)c1ccc(F)cc1	-1	-5	0.9	0	20	93	4	-0.4	1	1
Nn1cnc2c(c1=O)C1(CCCCC1)Cc1ccccc1-2	-10	-19	2.6	-1	-5	97	4	-0.1	0	-6
CC(C)NC(=O)C1(C)CCN1C(=O)c1ccc(F)c(Cl)c1 (configuration not stated)	-2	-6	-1.2	-1	-4	102	4	0.1	15*	1
Cc1cc2nc(-c3cccc(Br)c3)c(CC3CCCCC3)n2c(C)c1Br	-5	-6	-1.0	nt	nt	98	nt	-0.2	-3	nt
O=C(NCCCCNCCCNC(=O)c1ccccc1)c1ccccc1	-2	nt	0.5	0	11	95	1	0.0	1	nt
O=S(=O)(/C=C/c1ccccc1)N1CCN(c2nc(-c3ccccc3)nc3ccccc23)CC1	-2	-4	-0.2	-5	-15	98	-14	-0.1	4	4
O=C(Nc1ccccc1F)c1oc2ccccc2c1NC(=O)C1CC1	2	-7	-0.3	3	3	102	-3	-0.1	-3	3
COc1ccc(C(=O)C2CCCN(C(=O)c3ccoc3C)C2)cc1F (configuration not stated)	4	-4	-0.3	1	14	89	2	0.0	-3	-2
Cc1ccc(C2c3[nH]c4ccccc4c3C[C@H]3C(=O)N(c4ccccc4C(=O)N4CCC[C@H]4C(=O)O)C(=O)N23)cc1 (some centres not stated)	0	nt	-1.1	-1	-5	106	2	-0.2	2	nt
Cc1ncsc1CCOC(=O)c1ccccc1	-1	-3	0.2	0	0	96	-1	0.4	1	4
CC(=O)c1c(OCC(=O)N(C)C2CCCCC2)ccc2c(C)cc(=O)oc12	-3	-6	0.8	1	-2	98	0	-0.2	-6	-6
O=C(COC(=O)C12CC3CC(CC(O)(C3)C1)C2)Nc1ccc(Br)cc1F	3	-13	-3.3	-4	14	101	-9	0.1	0	-13
CC(=O)Nc1ccc(Nc2ncnc3c2nnn3Cc2ccccc2Cl)cc1	-12	-21	-0.2	-2	12	98	8	0.2	4	22
CC(C)CN1C(=O)c2ccc(C(=O)Nc3ccccn3)cc2C1=O	-2	-4	4.4	1	0	101	-5	-0.1	0	1
CCOCCCNC(=O)Cc1ccc(-n2c(CC)nc3cccnc32)cc1	-3	-19	0.6	1	-7	100	-7	-0.1	-1	-1
CC(C)OC(=O)c1cc2c(=O)[nH]c(C(Cl)(Cl)Cl)nc2o1	3	-20	1.5	1	3	104	-3	-0.3	2	-3
O=C(COc1ccc(S(=O)(=O)N2CCCCC2)cc1)NC1CCCCC1	-2	0	0.3	-1	-10	100	3	0.1	4	2
O=C(N=C1SC2CS(=O)(=O)CC2N1Cc1ccc(F)cc1)C1CC1 (configuration not stated)	0	-15	0.2	1	-5	95	3	0.0	3	1
CCOC(=O)/C(=C/Nc1ccc(F)cc1)[N+](=O)[O-]	5	-4	-0.5	2	2	94	0	0.0	0	-1
COc1ccccc1N1CCN(C(=O)c2c(-c3ccccc3)noc2C)CC1	-1	nt	2.6	17	nt	94	8	-0.2	0	-9
Cc1ccc(NC(=S)N2CCc3[nH]c4ccccc4c3C2)cc1	14	-20	1.2	0	-4	97	-3	0.4	-8	4
O=C(NC(=S)Nc1ccccc1N1CCCC1)c1ccco1	-5	-19	0.0	0	-4	99	2	-0.1	-3	3
CCOC(=O)C1=C(O)C(=O)NC(c2ccccc2)=C(OC2CCCCC2)C1	-5	-3	-1.6	-1	9	99	-10	0.0	-1	1
COC1=CC(=O)C(O)=C(CCCCCCC/C=C/CCCCCCCC2=C(O)C(=O)C=C(OC)C2=O)C1=O	-4	nt	-3.2	0	9	100	31	-0.2	7	nt
CCCn1c(CN2CCN(C(=O)OCC)CC2)nc2cc(NC(C)=O)ccc21	-7	-4	-0.9	5	-6	92	-1	0.0	3	5
CN(C(=S)NC(=O)c1ccc(Br)o1)c1ccccc1	1	-6	6.5	2	-2	96	6	0.1	-4	0
COc1ccc(C)cc1NC(=O)CCCN1C(=O)CCC1=O	1	-8	7.4	1	1	99	-2	0.0	5	9
COc1ccc(NC(=O)CSc2nccn2Cc2ccccc2)c(OC)c1	-7	-6	-0.5	3	-11	106	-2	0.0	-3	-7
Cc1[nH]c2ccc(F)cc2c1CCN(Cc1ccco1)C(=S)NC(C)(C)C	18	-1	1.1	-2	3	95	1	0.6	-12	-2
Cc1cccc(NC(=O)CN2CCN(C(=O)C(C)Oc3ccc(C#N)cc3)CC2)c1C (configuration not stated)	1	-7	-0.4	4	0	91	0	-0.1	1	1
O=c1[nH]c(Cc2ccc(Cl)cc2)nc2ccccc12	1	-6	-0.5	2	5	99	16	-0.2	5	17
CCOC(=O)N1CCC(NC(=O)CCc2nc(-c3ccccc3F)no2)CC1	-3	-7	0.7	0	4	106	-2	0.2	-3	-6
Cc1ccc2c(c1)c(-c1ccccc1)nc1nnnn12	-2	-4	1.0	0	-14	101	-9	2.8	-4	-13
COc1ccc(-c2sc3ccccc3c2/C=C/c2ccc(OC)c(OC)c2)cc1	-1	-10	0.8	-5	25	98	-11	-0.6	3	2
New compounds follow
SMILES	Granule exo inh	CaV13 ICDI inh	hiPSC survival	Glyco luc inh	Vif imaging	ABCB6 inh 2	Cardio protect	aDG glyco act	m5-HT2A agonist	PDI turbidity
CC(C)(C)c1cnnn1-c1ccc(C=O)cc1	-3	nt	-2.0	2	nt	92	12	-0.3	1	1
COc1ccccc1N1CCc2c(C)nc3c(OC)cccc3c21	0	nt	1.6	5	-6	91	-14	0.1	-2	6
COc1cccc(C(=O)NN2C(=O)C3C4C=CC(O4)C3C2=O)c1 (configuration not stated)	-2	nt	5.3	2	?	109	-7	1.1	0	18
O=c1[nH]c(/C=C/c2ccccc2Cl)nc2ccccc12	-19	-5	-0.4	-5	19	96	-9	0.1	-4	-1
O=C(CNC(c1ccccc1)c1ccccc1)Nc1ccccc1F	2	-3	-0.1	-1	0	96	2	0.4	4	-5
CSc1ccccc1NC(=O)CN(C)C(=O)c1c(C)nn(Cc2ccccc2)c1C	6	-8	0.0	-2	-1	97	2	-0.3	1	6
COc1cc(=O)n(C)c2cc(N(C)C)ccc12	0	-2	0.9	7	nt	94	2	-0.5	11	-1
COc1cc(CCCN2CCNC[C@@H]2C(C)O)cc(OC)c1OC (some centres not stated)	-5	-10	-2.3	1	-4	88	-4	0.1	2	-1
O=C(NCc1ccco1)c1ccc2sc([C@H]3C[C@H](O)[C@@H](CO)O3)nc2c1	0	-6	-1.1	0	14	95	15	-0.1	5	15
Cc1ccc2c(CN3CCN(c4ccccc4F)CC3)cc(=O)oc2c1	-3	-10	0.0	-1	nt	100	-1	-0.1	4	nt
CCOC(=O)/C=C1\SCC(=O)N1CC(=O)NC(C)c1ccc(F)cc1 (configuration not stated)	-1	-19	1.8	4	-3	101	0	0.0	1	-4
CCOC(=O)c1c(/N=C/C2=C(O)CCCC2=O)sc(C)c1C	-2	-3	-0.2	0	3	101	-1	-0.1	1	-3
